Bioassay records as filed in PubChem.
Rac1 GTP hydrolysis = MgcRacGAP GTPase-activating activity inhibitors, confirmation, biochemical, ADP Hunter fluorescence. MgcRacGAP-stimulated Rac1 GTP hydrolysis, ADP Hunter fluorescence; higher % means a stronger effect; GST-tagged Rac1 F28L mutant substrate. one-dose inhibition, % at 30 µM; IC50 in µM for titrated hits. 340,000 tested, 0.6% active;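 active = first-screen hits whose inhibition reached a set limit at any dose in the follow-up dose series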;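 note: fluorescence reports GDP produced by GAP-driven GTP hydrolysis; strong numbers were not always called active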
PhoP inhibition = PhoP-dependent GFP reporter repression – Salmonella Typhimurium, primary screen (AID 1863) | S. Typhimurium PhoP-regulated promoter GFP reporter, 4 h; higher % means a stronger effect | inhibition, % at 50 µM; hits with a dose series show IC50 in µM | 300,000 tested, 0.16% active;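 active = inhibition over 29.93%, a cutoff 3 SD above the screen mean, later confirmed by dose response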;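 note: 0% = low Mg2+ inducing control and 100% = high Mg2+ repressing control; strong numbers were not always called active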
Large T inhibition = TAg ATPase/helicase activity blockers – biochemical (AID 1903); SV40 large T antigen ATPase/helicase inhibition assay; higher % means a stronger effect; inhibition, % at 20 µM; hits with a dose series show IC50 in µM; 310,000 tested, 0.39% active; in the data active = a potency from the dose series; note: strong numbers were not always called active
WT yeast gro inh = growth inhibition of WT yeast, mitochondrial fusion screen; mitochondrial fusion phenotypic screen, WT strain; inhibition, % at 10 µM; 190,000 tested, 2.1% active; in the data active = inhibition above about 58%; tested in S. cerevisiae
Myeloid diff 2 = compounds promoting myeloid differentiation; calls only at 10 µM; AID 624256; 360,000 tested, 1% active; ER-HoxA9 myeloid progenitors, lysozyme-GFP differentiation, flow cytometry;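 active = normalized GFP-positive differentiation at or above the plate's own cutoff, the solvent-only control mean plus 3 SD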;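 note: cells exposed to compound for four days before flow analysis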
T cell HTS = modulates CD8 T cell binding to vesicles | 2C CD8+ T cell-vesicle binding, flow cytometry; stronger effect = lower value | calls only at 7 µM | 330,000 tested, 0.068% active | AID 2052;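 active = response, share of CD8 T cells binding vesicles, and their 90th percentile fluorescence all below set limits, cut at about 80% in these data, passing the limit was not always enough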
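Material: 2C TCR transgenic mouse naive CD8+ T cells, MACS-purified. Also added: QL9-charged Drosophila Ld/ICAM-1/B7-1 vesicles. Timing: binding 1.5 h at 37 °C. Measured by: high-throughput flow cytometry with anti-B7-1 and anti-CD8 staining. Read-out: percent CD8+ FL2 mean versus row control. Controls: Unloaded micro-vesicles (low), QL9 vesicles with 0.7% DMSO (high).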
West Nile virus CPE = West Nile virus antiviral activity, cell-based, CPE readout (AID 1621); 290,000 tested, 0.02% active; West Nile virus-infected cells, CPE inhibition; higher % means a stronger effect; one-dose CPE inhibition, % at 10 µM; IC50 in µM for titrated hits; in the data active = a potency from the dose series; note: strong numbers were not always called active
RSV antiviral HEp-2 = inhibition of RSV-induced cytopathic effect – HEp-2 cells, primary 10 µM value included (AID 2391) | 310,000 tested, 0.13% active | HEp-2 cells, RSV-induced CPE inhibition; higher % means a stronger effect | one-dose CPE inhibition, % at 10 µM; IC50 in µM for titrated hits; in the data active = a potency from the dose series; note: strong numbers were not always called active
b-catenin transl = beta-catenin nuclear translocation modulation | nuclear translocation activity, % at 5 µM | 190,000 tested, 0.3% active | HeLa beta-catenin nuclear translocation, immunofluorescence imaging;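 active = nuclear translocation activity above 50% at 5 µM, with a well cell count of 50 or more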;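 note: per-cell ratio of nuclear to cytoplasmic median beta-catenin stain intensity; plate controls were DMSO negative control for no effect and GSK-3 inhibitor IX positive control for full effect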
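Technique: fluorescence imaging of beta-catenin antibody stain plus DAPI / Material: human HeLa cell line / Incubation: compound treatment 24 h, 37°C, 5% CO2 / Read-out basis: % activation of per-cell nuclear versus cytoplasmic median beta-catenin signal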
WT yeast gro inh mutant strain = second read-out of WT yeast gro inh, no call of its own (marks repeat the call); inhibition, %; mitochondrial fusion phenotypic screen, mutant strain inhibition
b-catenin transl cell count 5 µM = further read-out of b-catenin transl, marked with its call; cell count; measured here: cell count, cytotoxicity flag
T cell HTS vesicle-bound % = recorded beside T cell HTS, whose call it bears; double positive events, %; measured here: CD8+ vesicle-bound cell fraction;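 binding gate set so that unloaded-vesicle control wells show 10% double positive cells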
Myeloid diff 2 GFP+ MAC1+ % = recorded beside Myeloid diff 2, whose call it bears; GFP+ MAC1+ double positive, %; measured here: differentiation confirmed by MAC1 staining
Starred values were filed as active, the others as inactive; i = inactive; · = no result given; + = active, no number.

SMILES	Rac1 GTP hydrolysis	PhoP inhibition	Large T inhibition	WT yeast gro inh	WT yeast gro inh mutant strain	Myeloid diff 2	Myeloid diff 2 GFP+ MAC1+ %	T cell HTS	T cell HTS vesicle-bound %	West Nile virus CPE	RSV antiviral HEp-2	b-catenin transl	b-catenin transl cell count 5 µM
O=C(NC(=S)NCCCN1CCOCC1)c1ccc(Br)cc1	3.5%	10.2%	7.3%	25.7	39.9	i	0.1	i	19.3	-1.8%	1.8%	-1.6	1189
CC(C)(C)C(=O)/C(=C\c1ccc([N+](=O)[O-])cc1)n1cncn1	·	13.5%	34.9%	59.7	71.8	·	·	i	53.8	-0.9%	-2.1%	0.4	1099
CCn1c(SCC(=O)OC)nc2sc3c(c2c1=O)CC(C)(C)OC3	-12.7%	-14.2%	15.2%	·	·	i	0.1	i	31.7	0.1%	-1.7%	-0.2	1257
CCCCC(=O)NC(=S)NNC(=O)c1ccc(OC)cc1	3.4%	4.4%	12.6%	53.8	51.6	i	0.1	i	9.7	-1.0%	-3.1%	0.3	1544
COc1ccc(C(CNC(=O)c2cccc(S(=O)(=O)NCc3ccccc3)c2)N(C)C)cc1 (centres undefined)	9.6%	-1.4%	10.3%	·	·	i	0.0	i	5.9	-0.8%	1.4%	·	·
COCCCNc1nc2cc(OC)c(OC)cc2c2nc(-c3ccccc3)nn12	2.7%	-4.5%	3.4%	·	·	+	2.6*	i	30.3	-0.1%	2.1%	·	·
Cc1ccc(CN(C(=O)c2csnn2)C(C(=O)NC2CCCC2)c2ccccn2)cc1 (centres undefined)	4.5%	3.3%	17.1%	·	·	i	0.2	i	25.0	-0.4%	0.9%	·	·
CN(C)C(=O)c1cc(-c2ccccc2)no1	0.3%	9.3%	-1.4%	-3.9	-0.5	i	0.6	i	33.3	0.3%	-0.3%	-3.8	1163
CCCP(=O)(CC(=O)N(CC)CC)c1ccccc1 (centres undefined)	10.2%	-2.1%	9.7%	-0.1	5.6	i	1.0	i	42.6	0.4%	0.0%	3.9	725
Cc1cc(Br)ccc1SCC(=O)OCC(=O)NC1CCCC1	6.4%	-3.8%	-3.4%	4.2	-4.1	i	0.2	i	51.7	0.6%	0.6%	0.7	1050
Cn1c(=O)c(/C=C/c2ccccc2)nc2ccccc21	1.8%	-6.3%	12.2%	-4.3	-3.4	i	0.7	i	42.7	-0.8%	4.0%	-1.1	1103
O=[N+]([O-])c1ccc(-c2ccc(C=Nc3cccc4ccccc34)o2)cc1	24.3%	5.6%	10.0%	1.8	3.9	i	6.3	i	13.0	0.3%	0.7%	17.8	336
Cc1ccc(S(=O)(=O)N2CCN(CC(O)c3ccccc3)CC2)cc1C (centres undefined)	12.0%	-4.6%	5.1%	-15.9	2.7	i	0.4	i	5.6	-0.6%	1.9%	-5.4	1097
CCOC(=O)c1ccc(S(=O)(=O)N2CCN(CC(=O)NC(=O)NC3CCCCC3)CC2)cc1	1.4%	-6.5%	-15.5%	10.2	7.5	i	0.6	i	33.2	·	4.7%	0.0	855
Nc1cc(N)nc(SCC(=O)Nc2ccccc2)n1	7.8%	3.2%	2.6%	-0.8	-12.0	i	0.5	i	19.0	0.0%	1.5%	2.7	544

Four of the entries above in order of their number in Rac1 GTP hydrolysis, ascending:
canonical_smiles	Rac1 GTP hydrolysis
CCn1c(SCC(=O)OC)nc2sc3c(c2c1=O)CC(C)(C)OC3	-12.7%
CN(C)C(=O)c1cc(-c2ccccc2)no1	0.3%
O=C(NC(=S)NCCCN1CCOCC1)c1ccc(Br)cc1	3.5%
Cc1ccc(S(=O)(=O)N2CCN(CC(O)c3ccccc3)CC2)cc1C (centres undefined)	12.0%

Further compounds.
SMILES	Rac1 GTP hydrolysis	PhoP inhibition	Large T inhibition	WT yeast gro inh	WT yeast gro inh mutant strain	Myeloid diff 2	Myeloid diff 2 GFP+ MAC1+ %	T cell HTS	T cell HTS vesicle-bound %	West Nile virus CPE	RSV antiviral HEp-2	b-catenin transl	b-catenin transl cell count 5 µM
Cn1nc(C(=O)NCc2cccnc2)c2ccccc2c1=O	-0.9%	5.9%	8.6%	-1.5	-11.4	i	0.7	i	36.5	0.4%	0.6%	1.0	1177
O=C(CNc1cccc(S(=O)(=O)N2CCCC2)c1)Nc1ccc(C(F)(F)F)cc1	5.2%	8.5%	5.6%	·	·	i	0.7	i	29.8	·	-0.5%	·	·
Cc1cc(C)c(NC(=O)COc2nncc3ccccc23)c(C)c1	-8.5%	-3.0%	9.5%	-6.7	-22.2	i	0.2	i	63.3	-0.8%	1.8%	·	·
CC1(C)c2ccccc2N2CC(=O)N(CC(N)=O)C21C (centres undefined)	-2.5%	-102.9%	-8.1%	-2.6	3.5	i	1.4	i	9.5	-0.3%	0.0%	2.1	1006
COc1ccc2c(c1)c(=O)c(C(=O)c1ccc(F)cc1)cn2CC(=O)Nc1ccc(F)cc1	6.2%	12.9%	5.2%	-1.5	-17.3	i	3.7	i	42.6	·	2.3%	1.1	579
O=C(NC(=Nc1ccccc1)N1CCOCC1)Nc1ccccc1	3.2%	29.0%	5.5%	3.8	11.5	i	6.1	i	33.0	0.6%	-0.3%	-3.6	898
CCCCN(C)CCNC(=O)c1cc2c(-c3cccc(OC)c3)nn(C)c2s1	-4.0%	·	16.7%	·	·	i	0.9	i	56.2	0.3%	-1.3%	·	·
CC(C)N1CC(C(=O)Nc2ccc(F)c(Cl)c2)CC1=O (centres undefined)	5.6%	-2.6%	6.5%	·	·	i	0.5	i	58.9	-0.1%	1.3%	·	·
Cc1c(C(=O)c2ccc(F)cc2)c2ccccn2c1CCc1ccccn1	9.1%	8.2%	8.0%	7.8	25.3	i	0.3	i	47.2	-1.0%	5.9%	-1.5	1078
Clc1ccc(-c2n[nH]c3c2CCCC3)cc1	15.0%	9.0%	19.4%	62.1*	61.1*	i	0.3	i	57.9	-1.2%	47.1%	-3.6	1111
Cc1c(Cl)c([N+](=O)[O-])nn1CC(=O)NC(C)c1ccccc1 (centres undefined)	20.0%	-5.6%	14.6%	·	·	i	0.5	i	53.1	-0.9%	1.5%	·	·
COc1cc(N2C(=O)CC3(CCCC3)CC2=O)cc(OC)c1OC	8.2%	-2.2%	11.0%	·	·	i	0.4	i	39.8	0.2%	1.5%	1.3	1199
CC1CCN(C(=O)CSc2nnc(Cn3c(=O)sc4ccccc43)n2C)CC1	-0.9%	-1.4%	7.5%	-1.9	-2.0	i	0.9	i	42.3	-0.1%	0.6%	-1.8	1246
O=C(Cn1nc(C(=O)O)c2ccccc2c1=O)Nc1ccc(F)cc1F	2.5%	0.9%	-0.7%	·	·	·	·	i	45.7	0.6%	-0.1%	·	·
O=C(COc1ccc([N+](=O)[O-])cc1)Nc1cccc(C(=O)Nc2ccccc2C(=O)O)c1	7.6%	6.4%	3.6%	·	·	i	0.5	i	31.3	-0.4%	0.0%	·	·
CCOC(=O)N1CCN(CC(O)COc2cc(C)ccc2C(C)C)CC1 (centres undefined)	5.0%	-16.1%	4.7%	1.1	-12.7	i	0.8	i	15.0	-1.4%	1.3%	-1.0	886
CCOC(=O)/C=C1\CN(Cc2ccc(OC)cc2)S(=O)(=O)c2ccccc21	1.5%	·	10.8%	·	·	i	1.8	i	10.2	-1.1%	1.3%	·	·
COc1ccc(NC(=O)CSc2nc(C)cs2)c(OC)c1	6.3%	0.8%	-9.0%	-1.6	1.6	i	0.2	i	35.3	0.3%	2.5%	-1.4	1247
O=C1Nc2ccccc2C1Cc1ccc(OC(F)(F)F)cc1 (centres undefined)	3.0%	-0.1%	2.4%	·	·	i	0.3	i	56.9	0.1%	0.7%	·	·
OC(COCc1ccccc1)CN1CCCC1 (centres undefined)	-1.1%	-1.8%	5.4%	-16.2	-8.2	i	7.0	i	11.5	0.2%	1.5%	-7.6	963
OCCNCCNCc1ccc(-c2ccccc2)cc1	·	-1.9%	8.2%	3.1	15.3	·	·	i	48.1	0.0%	-2.5%	1.3	1038
Cc1cc(OCC(=O)Nc2nccs2)c2c(C)cc(=O)oc2c1	5.3%	-6.8%	27.6%	·	·	i	3.0	i	18.6	1.5%	0.9%	·	·
COc1ccc(NC(=S)N(CCCN2CCCC(C)C2)Cc2cccs2)cc1 (centres undefined)	6.8%	-3.5%	16.3%	-8.2	25.5	i	1.1	i	45.5	-1.3%	1.8%	·	·
COC(=O)CSc1nc(N)c(C#N)c(C(C)C)c1C#N	-0.4%	-1.5%	6.9%	13.6	27.7	i	0.9	i	56.4	1.4%	7.6%	0.4	518
Cc1ccc(O)c(C(=O)c2cnc3c(c2)c(-c2ccc(F)cc2)c(C#N)c(=O)n3C)c1	5.1%	-4.7%	-0.1%	29.9	-4.2	i	0.5	i	32.5	0.1%	1.9%	0.2	1136
Cc1cc(N2C(=O)C3C4CC(c5ccccc5)C(C4)C3C2=O)no1 (centres undefined)	-3.1%	0.1%	9.9%	-6.3	1.5	i	0.9	i	67.7	-0.1%	-1.4%	0.4	1488
Oc1c(C(c2cccs2)N2CCN(c3ccc(F)cc3)CC2)sc2ncnn12 (centres undefined)	7.0%	5.5%	3.2%	12.8	5.1	i	1.9	i	30.2	0.2%	0.8%	·	·
C=CCn1c(SCCOc2ccc(OC)cc2)nnc1C(NC(=O)c1ccc(OC)cc1)C(C)C (centres undefined)	7.4%	-3.8%	6.3%	8.3	-3.8	i	2.0	i	43.0	-0.2%	-0.9%	-0.8	1169
CC(C)(O)C#Cc1ccc(C(=O)N2CCCC(CNS(=O)(=O)c3cccs3)C2)o1 (centres undefined)	7.9%	0.5%	·	·	·	+	·	i	21.8	0.8%	-0.8%	·	·
C=CCn1cc(CN2CCC(C(=O)Nc3cccc(-c4cccc(F)c4)c3)CC2)c(C)n1	3.9%	-1.8%	10.0%	·	·	i	0.8	i	25.4	-0.8%	0.3%	·	·
COc1ccccc1Oc1ncnc2sccc12	2.6%	2.1%	3.6%	0.3	0.9	i	0.5	i	46.0	-0.4%	2.0%	-0.1	989
O=C(Nc1ccc(F)cc1)c1cc(-c2ccncc2)nc2c(Cl)cccc12	3.7%	-6.2%	18.5%	·	·	i	1.0	i	58.0	1.1%	2.7%	·	·
